Source: PubChem (several laboratories)
PfHsp90 yeast 2: growth inhibition of PfHsp90-expressing yeast, primary screen, antimalarial PfHsp90 inhibitor project, S. cerevisiae, BacTiter-Glo luminescence, single point, set 2. BacTiter-Glo ATP, 48 h; yeast lacking PDR1 and PDR3 efflux regulators. inhibition, % at 9.4 µM. 0.32% of 310,000 active. AID 504621, 2011;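 active means every replicate shows inhibition above about 80%, whatever the replicate mean, limit read from the data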;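 further: 0% = DMSO neutral controls and 100% = 20 µM radicicol positive controls; yeast relying on Plasmodium falciparum Hsp90 in place of its own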
AddAB inh: growth inhibition of E. coli expressing H. pylori AddAB, primary screen, AddAB inhibitor project, absorbance; AID 435030, 2010; 0.29% of 330,000 active; inhibition, % at 11.9 µM; in the data active means inhibition above about 12%;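 further: 0% = vehicle wells of infected cells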
OPRM1-OPRD1 inv: inverse agonists of MOR-DOR heterodimerization, primary screen, cell-based, luminescence; 0.21% of 340,000 active; inhibition, % at 9.3 µM; cell-based MOR-DOR heterodimer luminescence, inverse agonism; Mu-type opioid receptor (Homo sapiens) + Delta-type opioid receptor (Homo sapiens), …; AID 504357, 2011; in the data active means inhibition above about 22%, passing the limit was not always enough;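 further: 0% = cells with DMSO and 100% = wells without cells with DMSO; values of inactives mirror those of a sister screen read the other way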
PKA-R1A act: activators of PKA-R1A holoenzyme, primary screen, biochemical, fluorescence polarization, Cy5-IP20, bovine R1A, mouse PKAc | PKA-R1A dissociation; scaled: DMSO 0%, 113 µM cGMP 100% | activation, % at 11.4 µM | 0.083% of 340,000 active | AID 504707, 2011;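 active means percent activation above the mean of all tested compounds plus 3 SD, cut at about 19% in these data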;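 further: higher means more PKAc released from R1A so a rise in polarization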
phage Ecoli inh: growth loss of phage-infected E. coli, primary screen, RecBCD inhibitor project, absorbance, with phage, HTS; inhibition, % at 11.9 µM; 0.26% of 360,000 active; in the data active means inhibition above about 11%
HTR5A inv ag: HTR5A inverse agonists in luminescence cell assay, primary screen, counter-screen for OPRM1-OPRD1 heterodimer inverse agonist project, full-deck HTS; 5-hydroxytryptamine receptor 5A (Homo sapiens), P47898; HTR5A cell line, inverse agonism; inhibition, % at 9.3 µM; 0.083% of 340,000 active; AID 504634, 2011; in the data active means inhibition mostly above about 23%, no sharp cut-off; inactive means mostly below about 18%;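 further: 0% = cells with DMSO and 100% = no-cell wells with DMSO; some compounds called inactive have numbers as strong as hits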
Target sequence (P47898 whole entry, looked up): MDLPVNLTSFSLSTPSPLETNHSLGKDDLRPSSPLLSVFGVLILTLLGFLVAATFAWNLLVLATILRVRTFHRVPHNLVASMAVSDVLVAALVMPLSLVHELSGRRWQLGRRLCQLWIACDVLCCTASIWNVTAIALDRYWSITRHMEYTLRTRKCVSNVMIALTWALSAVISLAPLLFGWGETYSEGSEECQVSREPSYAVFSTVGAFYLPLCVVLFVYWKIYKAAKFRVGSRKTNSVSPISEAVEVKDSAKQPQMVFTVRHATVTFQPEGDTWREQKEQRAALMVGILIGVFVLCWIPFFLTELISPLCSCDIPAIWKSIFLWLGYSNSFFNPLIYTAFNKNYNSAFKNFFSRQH
MOR-DOR ag: agonists of OPRM1-OPRD1 heterodimerization, primary screen, cell-based, luminescence. Mu-type opioid receptor (Homo sapiens) + Delta-type opioid receptor (Homo sapiens), …. cells. activation, % at 9.3 µM. 0.3% of 340,000 active. AID 504326, 2011; in the data active means activation above about 18%;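 further: 0% = vehicle-treated cells and 100% = reference agonist; values of inactives mirror those of a sister screen read the other way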
Mot1-301 SUMO: yeast Mot1-301 growth rescue at high temperature, primary screen, SUMOylation pathway inhibitor project, S. cerevisiae, ATP luminescence, 38.5C | S. cerevisiae Mot1-301 growth rescue; percent above DMSO median, 100 means doubled | growth rescue, % at 18.8 µM | 1% of 320,000 active | AID 2716, 2010;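 active means every valid replicate shows activation above 250% relative to neutral control wells; inactive means the rest, any valid replicate at or below 250%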;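 further: OY570 slx delta 5 strain wells were the positive control but not used for scaling; some compounds called inactive have numbers as strong as hits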
Tat export inh: E. coli Tat export inhibitors, primary screen, MC4100, TorA-mCherry reporter, fluorescence, single point | 0.036% of 340,000 active | inhibition, % at 10 µM;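 active means mean replicate inhibition at least 50% and at least half of replicates individually reaching 50%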;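 further: exported cargo escapes ClpAP degradation while cytoplasmic cargo is degraded and loses fluorescence; 0% = median of neutral control wells and 100% = median of NaSCN control wells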
E coli growth: E. coli V3065 growth inhibition, primary screen, counter-screen for AddAB inhibitor project, absorbance, OD600; 18 h; inhibition, % at 11.9 µM; 0.27% of 330,000 active; AID 449728, 2010;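 active means inhibition above the campaign's mean inhibition across all tested compounds plus 3 SD, cut at about 9.9% in these data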;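 further: uninfected addAB+ strain grown without phage in ampicillin broth; 0% = DMSO wells and 100% = ciprofloxacin 0.95 µg/ml wells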
PKA-R2B activ: activators of PKA-R2B holoenzyme, primary screen, biochemical, fluorescence polarization, Cy5-IP20, human. AID 504700, 2011. activation, % at 11.4 µM. PKA-R2B holoenzyme dissociation; R2B truncated from residue 108, S112A mutant; 0% DMSO only, 100% 113 µM cGMP. 0.079% of 340,000 active;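 active means activation above a cutoff set at the mean over all compounds plus 3 SD, cut at about 18% in these data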;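 further: higher means more holoenzyme dissociation and a rise in polarization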
Target sequence (P31323 whole entry, looked up, other chains not shown, the tested form may be a part): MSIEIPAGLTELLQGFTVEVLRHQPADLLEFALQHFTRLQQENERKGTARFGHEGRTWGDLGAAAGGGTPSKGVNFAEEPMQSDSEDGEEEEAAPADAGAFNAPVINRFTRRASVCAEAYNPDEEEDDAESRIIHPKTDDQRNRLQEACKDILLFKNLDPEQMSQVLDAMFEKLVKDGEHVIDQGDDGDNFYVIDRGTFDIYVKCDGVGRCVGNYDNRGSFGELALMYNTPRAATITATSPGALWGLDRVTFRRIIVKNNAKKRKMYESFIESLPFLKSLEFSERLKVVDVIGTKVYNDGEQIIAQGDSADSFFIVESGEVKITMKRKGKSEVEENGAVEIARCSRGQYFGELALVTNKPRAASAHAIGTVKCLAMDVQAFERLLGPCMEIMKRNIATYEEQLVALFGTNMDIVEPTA
* marks the source's active call; other numbers are inactive results.

For Cc1ccccc1CNC(=O)CN(c1ccccc1Cl)S(C)(=O)=O the results were PfHsp90 yeast 2 3, AddAB inh -0.7, OPRM1-OPRD1 inv 17, PKA-R1A act 2, phage Ecoli inh 2.0, HTR5A inv ag -3, MOR-DOR ag -3.6, Mot1-301 SUMO 10, Tat export inh 1, E coli growth -1.8 and PKA-R2B activ 7.
Screening COc1cccc(NC(=S)NCCN2CCOCC2)c1 returned PfHsp90 yeast 2 -8, AddAB inh 2.5, OPRM1-OPRD1 inv 0, PKA-R1A act 6, phage Ecoli inh 2.4, HTR5A inv ag 5, MOR-DOR ag 0.0, Mot1-301 SUMO -1, Tat export inh -4, E coli growth -0.9 and PKA-R2B activ -2.
`O=C1NCC2=C1C(c1ccc(Br)cc1)Nc1ccccc1N2` (centres undefined) gave PfHsp90 yeast 2 13, AddAB inh 0.4, OPRM1-OPRD1 inv -1, PKA-R1A act -11, phage Ecoli inh 1.1, HTR5A inv ag 1, MOR-DOR ag 0.2, Mot1-301 SUMO -20, Tat export inh -6, E coli growth 0.1 and PKA-R2B activ 12.
`CCOC(=O)N1CCN(S(=O)(=O)N2CCCC(C(=O)NCc3ccc(F)cc3)C2)CC1` (centres undefined) gave PfHsp90 yeast 2 0, AddAB inh 0.0, OPRM1-OPRD1 inv 11, PKA-R1A act -3, phage Ecoli inh -7.6, HTR5A inv ag 4, MOR-DOR ag -2.1, Mot1-301 SUMO -7, Tat export inh -4, E coli growth 0.8 and PKA-R2B activ 3.
For Cc1ccc(S(=O)(=O)NCC(=O)N(CC(=O)NC2CCCC2)CC2CCCO2)cc1 (centres undefined) the results were PfHsp90 yeast 2 -114, AddAB inh 2.8, OPRM1-OPRD1 inv 6, PKA-R1A act -8, phage Ecoli inh 2.4, HTR5A inv ag 1, MOR-DOR ag -1.0, Mot1-301 SUMO -11, Tat export inh 14, E coli growth -1.1 and PKA-R2B activ -1.
COc1ccc(NC(=O)COC(=O)CCCOc2ccc(Cl)cc2Cl)cc1Cl was read as PfHsp90 yeast 2 -11, AddAB inh -2.8, OPRM1-OPRD1 inv -25, PKA-R1A act 2, phage Ecoli inh 2.0, HTR5A inv ag 6, MOR-DOR ag 5.1, Mot1-301 SUMO 7, Tat export inh 8, E coli growth 0.3 and PKA-R2B activ 0.
Cc1cc2oc(=O)cc(CN3CCCCC3C)c2cc1Cl (centres undefined) was read as PfHsp90 yeast 2 8, AddAB inh 0.2, OPRM1-OPRD1 inv -5, PKA-R1A act -2, phage Ecoli inh 0.1, HTR5A inv ag -8, MOR-DOR ag 0.9, Mot1-301 SUMO -13, Tat export inh 1, E coli growth 1.2 and PKA-R2B activ 1.
`O=C(Nc1ccc(Nc2ccccc2)cc1)c1ccc(F)cc1` gave PfHsp90 yeast 2 12, AddAB inh 6.1, OPRM1-OPRD1 inv -3, PKA-R1A act -1, phage Ecoli inh 3.1, HTR5A inv ag 4, MOR-DOR ag 0.8, Mot1-301 SUMO 150, Tat export inh 5, E coli growth 0.8 and PKA-R2B activ -7.
`CC1CCCC(C)N1C(=O)COc1cccc(Oc2ccccc2)c1` (centres undefined) gave AddAB inh 1.2, OPRM1-OPRD1 inv -26, PKA-R1A act -2, phage Ecoli inh 0.1, HTR5A inv ag -17, MOR-DOR ag 4.9, Mot1-301 SUMO 8, Tat export inh 9, E coli growth -0.3 and PKA-R2B activ -5.
For CCCN(CCC)S(=O)(=O)c1ccc(C(=O)Nc2cc3oc4ccccc4c3cc2OC)cc1 the results were PfHsp90 yeast 2 -7, AddAB inh 3.4, OPRM1-OPRD1 inv -2, PKA-R1A act 6, phage Ecoli inh 3.2, HTR5A inv ag 34, MOR-DOR ag 0.4, Mot1-301 SUMO -12, Tat export inh 7, E coli growth -0.5 and PKA-R2B activ 11.
COc1ccc(-c2nnc(CSc3nc4ccccc4c(=O)n3CC3CCCO3)o2)cc1OC (centres undefined) was read as PfHsp90 yeast 2 34, AddAB inh 0.6, OPRM1-OPRD1 inv -4, PKA-R1A act 3, phage Ecoli inh -1.9, HTR5A inv ag 7, MOR-DOR ag 0.8, Mot1-301 SUMO -18, Tat export inh -5, E coli growth 0.8 and PKA-R2B activ -9.
Nc1nc(-c2ccccc2)c(N=Nc2cccc3ccccc23)s1 was read as PfHsp90 yeast 2 -4, AddAB inh 2.7, OPRM1-OPRD1 inv 22, PKA-R1A act -8, phage Ecoli inh -0.9, HTR5A inv ag 43, MOR-DOR ag -4.6, Mot1-301 SUMO -58, Tat export inh -3, E coli growth -1.0 and PKA-R2B activ 3.
For COCC(C)OC(=O)C(C#N)c1nc2ccccc2nc1N1CCN(Cc2ccccc2)CC1 (centres undefined) the results were PfHsp90 yeast 2 -12, AddAB inh 1.4, OPRM1-OPRD1 inv 12, PKA-R1A act -10, phage Ecoli inh 2.9, HTR5A inv ag 0, MOR-DOR ag -2.6, Mot1-301 SUMO 1, Tat export inh -9, E coli growth 1.3 and PKA-R2B activ -13.
Screening Cn1c(CS(=O)Cc2c(Cl)cccc2Cl)nnc1SCc1ccc(Cl)cc1 (centres undefined) returned PfHsp90 yeast 2 -7, AddAB inh -1.7, OPRM1-OPRD1 inv -1, PKA-R1A act -9, phage Ecoli inh 2.3, HTR5A inv ag 4, MOR-DOR ag 0.1, Mot1-301 SUMO -8, Tat export inh -6, E coli growth -1.9 and PKA-R2B activ -5.
For C[C@H](NC(=O)[C@@H]1Cc2ccccc2CN1C(=O)OC(C)(C)C)C(=O)NCc1ccco1 the results were PfHsp90 yeast 2 -3, AddAB inh 4.5, OPRM1-OPRD1 inv 7, PKA-R1A act -14, phage Ecoli inh -3.1, HTR5A inv ag -17, MOR-DOR ag -1.4, Mot1-301 SUMO 2, Tat export inh 8, E coli growth -1.0 and PKA-R2B activ -2.
`CNC(=O)/C(C#N)=C/c1c(N(Cc2ccccc2)Cc2ccccc2)nc2c(C)cccn2c1=O` gave PfHsp90 yeast 2 3, AddAB inh -3.2, OPRM1-OPRD1 inv 2, PKA-R1A act -5, phage Ecoli inh 0.0, HTR5A inv ag -15, MOR-DOR ag -0.4, Mot1-301 SUMO -24, Tat export inh 17, E coli growth -2.1 and PKA-R2B activ -7.
For CCc1ccccc1NC(=O)c1cccc(Oc2ccc([N+](=O)[O-])cc2Cl)c1 the results were PfHsp90 yeast 2 92*, AddAB inh 1.1, OPRM1-OPRD1 inv -18, PKA-R1A act -12, phage Ecoli inh 2.3, HTR5A inv ag -13, MOR-DOR ag 2.9, Mot1-301 SUMO 12, Tat export inh -4, E coli growth 1.0 and PKA-R2B activ 3.
COCCNC(=O)C(c1ccc(O)cc1)N(Cc1ccco1)C(=O)CCC(=O)Nc1ccccn1 (centres undefined) was read as PfHsp90 yeast 2 -4, AddAB inh 1.0, OPRM1-OPRD1 inv -2, PKA-R1A act 2, phage Ecoli inh 2.0, HTR5A inv ag 18, MOR-DOR ag 0.3, Mot1-301 SUMO 98, Tat export inh 7, E coli growth -0.2 and PKA-R2B activ 0.
`CCOC(=O)C1(Cc2ccccc2C)CCCN(C(=O)CN2C(=O)CSC2=O)C1` (centres undefined) gave PfHsp90 yeast 2 1, AddAB inh 1.9, OPRM1-OPRD1 inv 19, PKA-R1A act 0, phage Ecoli inh 2.4, HTR5A inv ag -5, MOR-DOR ag -3.8, Mot1-301 SUMO 32, Tat export inh -2, E coli growth -3.1 and PKA-R2B activ 5.
O=C1NC(=S)/C(=C\c2ccc(-c3ccccc3Cl)o2)S1 was read as PfHsp90 yeast 2 4, AddAB inh -0.2, OPRM1-OPRD1 inv -5, PKA-R1A act -8, phage Ecoli inh 0.0, HTR5A inv ag -4, MOR-DOR ag 0.9, Mot1-301 SUMO -7, Tat export inh 4, E coli growth 0.5 and PKA-R2B activ -6.
COc1ccc(C(=O)N2CCC(n3nnc4cc(F)ccc43)CC2)cc1OC was read as PfHsp90 yeast 2 16, AddAB inh -2.5, OPRM1-OPRD1 inv 10, PKA-R1A act 0, phage Ecoli inh 3.9, HTR5A inv ag 8, MOR-DOR ag -1.5, Mot1-301 SUMO 99, Tat export inh -3, E coli growth -1.4 and PKA-R2B activ 8.
For Cc1ccc(Oc2ncccc2N)c2c1CCC2 the results were PfHsp90 yeast 2 -5, AddAB inh -2.1, OPRM1-OPRD1 inv 13, PKA-R1A act -12, phage Ecoli inh 1.2, HTR5A inv ag -32, MOR-DOR ag -2.6, Mot1-301 SUMO 11, Tat export inh 2, E coli growth -0.8 and PKA-R2B activ -10.
For CN(CC(=O)Nc1n[nH]c(=S)s1)S(=O)(=O)c1cccc2cccnc12 the results were PfHsp90 yeast 2 2, AddAB inh 0.0, OPRM1-OPRD1 inv 1, PKA-R1A act -9, phage Ecoli inh 4.7, HTR5A inv ag -5, MOR-DOR ag -0.3, Mot1-301 SUMO -12, Tat export inh 1, E coli growth 0.1 and PKA-R2B activ -5.
`Cc1ccc(CNC(=O)CSc2nc3n[nH]c(C)c3c(=N)n2-c2cccc(C)c2)cc1` gave PfHsp90 yeast 2 31, AddAB inh -0.1, OPRM1-OPRD1 inv -3, PKA-R1A act 7, phage Ecoli inh 3.1, HTR5A inv ag 6, MOR-DOR ag 0.5, Mot1-301 SUMO 1, Tat export inh 6, E coli growth 0.7 and PKA-R2B activ 4.
Screening COC(=O)C1=C(C(=O)OC)[C@@H]2N(Cc3ccccc3)c3ccccc3[C@@]23C[C@@H](C(=O)OC)N(C(=O)c2cccs2)C3=N1 returned PfHsp90 yeast 2 -14, AddAB inh 3.5, OPRM1-OPRD1 inv -11, PKA-R1A act 3, phage Ecoli inh 3.3, HTR5A inv ag -9, MOR-DOR ag 1.9, Mot1-301 SUMO 10, Tat export inh -13, E coli growth -1.4 and PKA-R2B activ -2.
COc1cc(/C=N/O)cc(Br)c1OS(=O)(=O)c1ccc(C)cc1 was read as PfHsp90 yeast 2 -10, AddAB inh -0.3, OPRM1-OPRD1 inv -19, PKA-R1A act -7, phage Ecoli inh 2.9, HTR5A inv ag -16, MOR-DOR ag 3.2, Mot1-301 SUMO 13, Tat export inh 0, E coli growth -2.1 and PKA-R2B activ -10.
For CC(=O)Nc1ccc(Oc2ccc(-c3noc(C)n3)cc2)cc1 the results were PfHsp90 yeast 2 2, AddAB inh -1.3, OPRM1-OPRD1 inv 8, PKA-R1A act -9, phage Ecoli inh 1.0, HTR5A inv ag -16, MOR-DOR ag -1.4, Tat export inh -6, E coli growth 1.8 and PKA-R2B activ 4.
